ssDAF-12 act = S. stercoralis DAF-12 activation, primary screen; activation, % at 6.8 µM; AID 652126; hit rate 1% among 370,000; HEK293 ssDAF-12/GRIP1 lit1-tk-luc reporter, luminescence; % of 3 µM dafachronic acid response;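 active means activation above the mean over all tested compounds plus 3 SD, cut at about 0.9% in these data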;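 further: 0% = DMSO-only wells and 100% = 3 µM delta7-dafachronic acid wells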
DAX1 inh-1 = inhibits human nuclear receptor DAX1; HEK293 Gal4-DAX1 luciferase reporter, luminescence; inhibition, % at 6.75 µM; hit rate 0.99% among 340,000; AID 504766;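 active means inhibition above the mean over all tested compounds plus 3 SD, cut at about 4.2% in these data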;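 further: 0% = DAX1-transfected cells with DMSO and 100% = empty-vector control cells with DMSO; inhibition shows as a rise in luminescence from relieved DAX1 repression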
KLK7 zymogen act = activates the human kallikrein-7 zymogen; activation, % at 7 µM; purified proKLK7, EDANS-DABCYL substrate fluorescence; 100% is mature enzyme control, 0% vehicle; hit rate 0.9% among 370,000; P49862;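 active means activation above the mean of all tested compounds plus 3 SD, computed per campaign excluding outliers beyond control limits, cut at about 13% in these data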
DAX1 inh-2 = blocks DAX1 repression of SF-1 activated StAR promoter | HEK293T StAR-luciferase reporter, SF-1/DAX-1 repression relief | inhibition, % at 6.8 µM | hit rate 1.1% among 370,000 | AID 652010;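 active means inhibition above the mean over all tested compounds plus 3 SD, cut at about 3.6% in these data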;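 further: 0% = DAX-1 cells with DMSO and 100% = cells lacking DAX-1 with DMSO; higher inhibition means more luminescence from relief of DAX-1 repression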
GAA850 FXN act = activators of GAA850 frataxin (FXN) promoter. HEK293 lucGAA850 FXN promoter luciferase reporter, 24 h; percent of 10 µM SAHA response. activation, % at 6 µM. hit rate 0.56% among 360,000;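 active means activation above the average of all compounds screened plus 3 SD, cutoff fixed separately per campaign, cut at about 7.5% in these data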;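 further: 0% = DMSO wells and 100% = 10 µM SAHA wells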
NPR2 activator = GC-B (human) receptor activation | activation, % at 10 µM | P20594 | HEK293-GC-B cells, CNP EC30, cGMP TR-FRET; 0% at EC30 CNP, 100% saturating CNP | hit rate 0.11% among 370,000;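 active means activation at 10 µM reaching about 35% in either raw or pattern-adjusted values, limit read from the data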
hcDAF12 agonist = activates DAF-12 receptor from parasite H. contortus. HEK293 hcDAF-12 lit1-tk-luc reporter, luminescence; 0% DMSO, 100% Δ7-dafachronic acid. activation, % at 6.8 µM. hit rate 1.4% among 370,000. AID 652067;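 active means activation above the mean of all tested compounds plus 3 SD, cut at about 5.5% in these data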;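 further: 100% = response to 3 µM Δ7-dafachronic acid high control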
hgDAF12 agonist = hgDAF-12 agonism, primary luciferase screen | HEK293 GAL4-hgDAF12 UAS-luciferase reporter, agonist luminescence; normalized to butyrate control | activation, % at 6.8 µM | hit rate 1.8% among 370,000 | AID 687014;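 active means activation above a cutoff set at the mean of all screened compounds plus 3 SD, cut at about 10% in these data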;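 further: 0% = DMSO wells and 100% = sodium butyrate wells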
NPR1 activator = GC-A (human) enzyme activation | P16066 | HEK293 GC-A cells, cGMP TR-FRET, EC30 ANP; 0% at EC30 ANP, 100% saturating ANP | activation, % at 10 µM | hit rate 0.14% among 370,000 | AID 1671463; in the data active means activation above about 40%
Target sequence (P16066 whole entry, looked up): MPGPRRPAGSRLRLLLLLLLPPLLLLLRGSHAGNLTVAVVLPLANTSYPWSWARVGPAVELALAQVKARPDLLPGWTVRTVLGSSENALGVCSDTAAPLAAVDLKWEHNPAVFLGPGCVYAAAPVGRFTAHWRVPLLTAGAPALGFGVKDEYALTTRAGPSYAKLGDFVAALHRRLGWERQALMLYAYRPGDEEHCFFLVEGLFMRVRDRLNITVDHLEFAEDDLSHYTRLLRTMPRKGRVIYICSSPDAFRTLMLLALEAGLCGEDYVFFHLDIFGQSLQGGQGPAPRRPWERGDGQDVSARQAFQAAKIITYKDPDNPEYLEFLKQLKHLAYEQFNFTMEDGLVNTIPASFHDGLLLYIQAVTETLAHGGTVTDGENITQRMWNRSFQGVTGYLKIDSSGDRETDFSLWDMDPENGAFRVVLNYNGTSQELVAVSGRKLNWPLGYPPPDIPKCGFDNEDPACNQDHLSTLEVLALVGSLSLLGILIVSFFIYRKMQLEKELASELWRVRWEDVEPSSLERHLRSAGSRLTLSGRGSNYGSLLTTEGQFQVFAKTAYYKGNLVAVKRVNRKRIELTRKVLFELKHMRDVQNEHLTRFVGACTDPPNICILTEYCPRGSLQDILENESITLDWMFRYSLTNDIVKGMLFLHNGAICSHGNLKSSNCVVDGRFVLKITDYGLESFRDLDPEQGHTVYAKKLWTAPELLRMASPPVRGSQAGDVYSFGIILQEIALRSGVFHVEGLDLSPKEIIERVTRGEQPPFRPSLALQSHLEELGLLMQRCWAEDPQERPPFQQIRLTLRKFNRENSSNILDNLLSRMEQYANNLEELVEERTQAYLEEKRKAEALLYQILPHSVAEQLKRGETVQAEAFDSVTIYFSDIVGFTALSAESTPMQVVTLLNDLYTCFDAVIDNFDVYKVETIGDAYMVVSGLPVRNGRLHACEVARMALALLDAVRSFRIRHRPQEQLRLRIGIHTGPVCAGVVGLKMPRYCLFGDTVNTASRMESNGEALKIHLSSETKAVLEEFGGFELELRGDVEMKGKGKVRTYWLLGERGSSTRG
sPLA2-III inh = Inhibits HGIII-sPLA2 liposome hydrolysis, primary screen; Q9NZ20; QFRET BODIPY PC-A2 liposome hydrolysis, fluorescence; inhibition, % at 12.2 µM; hit rate 0.56% among 370,000; AID 743126;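 active means inhibition above mean plus 3 SD of compounds lying within the high and low control bounds, cut at about 19% in these data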;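 further: 0% = median of test compound wells and 100% = no enzyme DMSO wells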
SMARCA2 act = activators of SMARCA2 function; MG213 cells, MMTV-luciferase reporter, dexamethasone, overnight; activation, % at 9.1 µM; hit rate 1% among 370,000; in the data active means activation above about 7.8%;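 further: 0% = vehicle wells and 100% = reference activator wells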
Numbers without * were called inactive; . = no result given.

SMILES | ssDAF-12 act | DAX1 inh-1 | KLK7 zymogen act | DAX1 inh-2 | GAA850 FXN act | NPR2 activator | hcDAF12 agonist | hgDAF12 agonist | NPR1 activator | sPLA2-III inh | SMARCA2 act
CCOc1ccc(CSCCNC(=S)Nc2ccc(OC)cc2)cc1 | -0.8 | -2.6 | -0.3 | -1.1 | -1.5 | -2 | -2.7 | -0.6 | -2 | 5 | 1
CCCC(=O)Nc1nnc(S(=O)(=O)N(CC)c2ccc(OC)cc2)s1 | -1.3 | -0.5 | -0.8 | 0.1 | -1.3 | 2 | -1.4 | 0.9 | 5 | 7 | -2
CC1(C)CC2CC(C)(CN2C(=O)c2cc(-c3ccc(O)cc3)on2)C1 (stereo not given) | -1.2 | -1.6 | -0.2 | -0.5 | 1.1 | 1 | -3.1 | -2.0 | 0 | -37 | -4
O=C(COC(=O)c1cccs1)NCCC1=CCCCC1 | -1.6 | 2.8 | 0.3 | 0.5 | 1.4 | 7 | -1.9 | -0.1 | 2 | -3 | 1
Cc1ccc(OCCc2csc(N)n2)cc1 | -1.5 | 1.2 | -0.2 | 1.4 | 0.8 | 2 | -0.2 | 8.4 | 2 | 0 | 3
Cc1ccc(Cn2nnnc2CN2CCC(O)(c3ccc(F)cc3)CC2)cc1 | -2.0 | -1.1 | 0.2 | -1.3 | 2.8 | -2 | -0.7 | -0.9 | -5 | -14 | 11*
COc1ccc(C)cc1NS(=O)(=O)c1ccc2c(c1)N(C)CCO2 | -1.6 | 0.4 | -0.4 | -1.9 | 1.8 | -2 | 1.8 | -3.2 | -1 | -2 | -5
FC(F)(F)c1ccc(Oc2ccc3c(C(F)(F)F)cc(C(F)(F)F)nc3n2)cc1 | -0.9 | 0.5 | -0.2 | -0.3 | -2.4 | -2 | -1.2 | 0.5 | -5 | -2 | 0
COc1cc(/C=N/NC(=O)c2ccncc2)ccc1OC(=O)c1ccccc1Cl | -1.0 | -1.0 | 0.5 | -0.4 | -1.2 | 7 | -1.3 | 1.6 | 5 | -14 | -1
CC1CCCN(C(=O)COC(=O)COc2ccc(Cl)cc2)C1 (stereo not given) | -0.6 | -0.1 | -0.1 | -1.1 | 0.2 | -1 | -0.4 | -0.8 | 3 | 0 | 0
Cc1cc(-n2cccn2)ccc1CN1CCN(C2CCCC2)C(CCO)C1 (stereo not given) | -1.6 | 0.9 | 0.3 | 1.8 | 2.2 | -2 | -0.1 | -2.8 | -7 | 1 | -3
Fc1ccc(CN2C3=NCCCN3c3ccccc32)cc1 | -1.4 | -1.0 | -0.2 | 0.0 | 0.6 | -7 | -0.1 | 3.7 | -8 | 1 | 1
CCC(C)(C)n1nnnc1C(c1ccc(O)cc1)N1CCc2ccccc2C1 (stereo not given) | -2.1 | 0.7 | -0.1 | -0.2 | 0.9 | -4 | 0.5 | 2.3 | -4 | -13 | -4
CCCCCCCc1nc2nc(C)c(Br)c(=O)n2[nH]1 | -1.2 | 1.3 | 0.1 | 0.8 | 2.1 | 2 | -0.5 | 2.3 | 0 | 15 | -4
O=C(CCC(=O)c1cccs1)Nc1ccc(N2CCCCC2)cc1 | -2.1 | -0.7 | -0.7 | 0.4 | 1.7 | -6 | -0.7 | 0.9 | 2 | 2 | 4
CCOC(=O)N1CCN(C(=O)c2oc3ccc(S(=O)(=O)N4CCOCC4)cc3c2C)CC1 | -1.4 | -0.5 | -0.1 | 0.7 | 0.8 | 3 | -1.6 | -0.7 | -3 | -2 | -2
Nc1c(/C=C2/C=CC(=O)C(O)=C2)c(=O)nc2sc(CC(=O)N3CCCC3)nn12 | -0.6 | 2.7 | -0.5 | 0.7 | 1.9 | -13 | 1.3 | 2.3 | -4 | -16 | -1
Cc1cc(NC(=O)CSc2nnc(-c3cccnc3)n2C)no1 | -1.3 | -0.8 | 0.4 | -0.1 | 2.9 | 5 | -0.8 | 3.1 | 1 | 6 | 1
CCOC(=O)c1ccc(S(=O)(=O)NNC(=O)COc2ccccc2C)cc1 | -0.9 | 1.7 | 0.0 | -0.4 | 1.9 | 2 | -2.5 | -2.5 | 1 | -10 | -1
Cc1nc2ncccn2c1-c1csc(Nc2ccccc2)n1 | -2.1 | 0.2 | -0.3 | -0.6 | 0.5 | -7 | -2.0 | 3.0 | 7 | 11 | -4
N#CC1=C(Nc2ccccc2Cl)SC(c2ccncc2)NC1=O (stereo not given) | -1.6 | . | 0.1 | -0.1 | . | 8 | 0.5 | 0.2 | 7 | 4 | 1
O=C(CSCC(=O)N1CCCc2ccccc21)Nc1nc(-c2ccccc2)cs1 | -1.3 | 0.2 | -0.3 | 0.2 | 2.1 | -7 | 1.6 | 2.3 | -5 | -23 | -2
NC(=O)c1cc([N+](=O)[O-])c(Cl)cc1NCc1ccncc1 | -1.1 | -0.7 | 0.9 | -0.2 | 2.1 | -2 | -0.9 | 0.7 | 3 | -3 | 1
COc1cccc(O)c1CN1CCC(C(=O)Nc2ccc(-c3cccc(C)c3)cc2)CC1 | -1.9 | -1.1 | 0.2 | -0.6 | -1.8 | -3 | 1.4 | -4.1 | -15 | -20 | 3
Cc1noc(NS(=O)(=O)c2ccc(NC(=O)/C=C/c3ccc(C(C)C)cc3)cc2)c1C | -0.8 | 0.5 | -0.4 | 1.8 | -0.7 | -5 | -0.5 | -0.6 | -1 | -62 | -1

Random excerpt: 2 entries already listed.
SMILES | ssDAF-12 act | DAX1 inh-1 | KLK7 zymogen act | DAX1 inh-2 | GAA850 FXN act | NPR2 activator | hcDAF12 agonist | hgDAF12 agonist | NPR1 activator | sPLA2-III inh | SMARCA2 act
Fc1ccc(CN2C3=NCCCN3c3ccccc32)cc1 | -1.4 | -1.0 | -0.2 | 0.0 | 0.6 | -7 | -0.1 | 3.7 | -8 | 1 | 1
O=C(COC(=O)c1cccs1)NCCC1=CCCCC1 | -1.6 | 2.8 | 0.3 | 0.5 | 1.4 | 7 | -1.9 | -0.1 | 2 | -3 | 1

Structural class: the entries above with fluorine (three)
SMILES | ssDAF-12 act | DAX1 inh-1 | KLK7 zymogen act | DAX1 inh-2 | GAA850 FXN act | NPR2 activator | hcDAF12 agonist | hgDAF12 agonist | NPR1 activator | sPLA2-III inh | SMARCA2 act
Cc1ccc(Cn2nnnc2CN2CCC(O)(c3ccc(F)cc3)CC2)cc1 | -2.0 | -1.1 | 0.2 | -1.3 | 2.8 | -2 | -0.7 | -0.9 | -5 | -14 | 11*
FC(F)(F)c1ccc(Oc2ccc3c(C(F)(F)F)cc(C(F)(F)F)nc3n2)cc1 | -0.9 | 0.5 | -0.2 | -0.3 | -2.4 | -2 | -1.2 | 0.5 | -5 | -2 | 0
Fc1ccc(CN2C3=NCCCN3c3ccccc32)cc1 | -1.4 | -1.0 | -0.2 | 0.0 | 0.6 | -7 | -0.1 | 3.7 | -8 | 1 | 1

Next compounds follow:
SMILES | ssDAF-12 act | DAX1 inh-1 | KLK7 zymogen act | DAX1 inh-2 | GAA850 FXN act | NPR2 activator | hcDAF12 agonist | hgDAF12 agonist | NPR1 activator | sPLA2-III inh | SMARCA2 act
O=C(CSc1nc(NS(=O)(=O)c2ccccc2)cc(=O)[nH]1)Nc1ccccc1Cl | -0.8 | 0.6 | 0.6 | 0.1 | 0.4 | 4 | -0.2 | -2.1 | -6 | -3 | -2
C=C(C)COc1ccc(-c2ncncc2-c2ccccc2)c(O)c1 | -1.4 | 0.3 | 0.2 | -0.2 | -0.3 | 1 | -1.0 | -1.6 | -4 | 1 | 1
O=C(N/N=C/c1ccc([N+](=O)[O-])cc1)C(=O)N1CCCC1 | -0.7 | 2.2 | 0.2 | 1.1 | -2.6 | 4 | 0.2 | 0.2 | 0 | 5 | -1
O=C(/C=C/c1ccco1)Nc1cccc(NC(=O)/C=C/c2ccco2)n1 | -0.8 | 1.8 | 1.2 | 3.0 | 3.5 | 1 | 6.4* | 11* | 5 | 3 | 2
CCOc1ccc(-n2c(SCC(=O)NCc3ccco3)nnc2-c2c[nH]c3ccccc23)cc1 | -1.7 | -1.3 | 0.7 | -1.8 | -1.9 | -6 | -3.1 | -1.7 | -7 | -27 | -1
CCN1C(=NCCN2CCOCC2)N[C@@H](c2ccccc2)C(C(=O)OC)=C1C | -1.2 | 0.1 | 0.2 | 0.3 | 0.3 | -1 | 2.2 | 0.2 | -5 | 8 | -1
COc1ccc(C(=O)NC2CCc3ccccc32)cc1OC1CCN(C(C)=O)CC1 (stereo not given) | -0.9 | 0.0 | 0.0 | -0.9 | -0.9 | -3 | -1.3 | -1.1 | 2 | -2 | 0
C[C@H](NC(=O)c1nc[nH]c1C(=O)NCCCCCN)C(=O)OC(C)(C)C | -1.1 | 0.7 | -0.1 | -0.8 | 1.3 | 3 | -1.7 | -0.8 | 0 | 3 | -1
CCN(CC)c1ccc(/C=N/N2CCN(Cc3ccc(Cl)cc3)CC2)c(O)c1 | -1.6 | 3.8 | -0.7 | -0.3 | -1.4 | -7 | -0.4 | -3.8 | 2 | 5 | -3
Cc1nc(-c2nnc(SCC(=O)Nc3ccc(Cl)cc3)n2C)cs1 | -2.2 | -1.2 | 0.0 | -0.5 | -1.9 | -7 | -0.8 | -1.8 | 0 | -2 | -3
O=C(CSc1ncnc2c1oc1ccccc12)NCC1CCCO1 (stereo not given) | -1.2 | -1.0 | 0.7 | -0.8 | 2.2 | -2 | -1.1 | -0.9 | 1 | 0 | 0
Cn1c(Nc2ccc(F)cc2)nc2cc(-c3ccsc3)sc2c1=O | -1.3 | . | 0.0 | -0.6 | 0.7 | -7 | -0.1 | 0.7 | -7 | -25 | -1
CC1CN(c2oc(-c3ccco3)nc2C#N)CC(C)O1 (stereo not given) | -1.4 | 1.7 | 1.4 | 0.0 | -0.2 | -2 | 0.0 | -0.4 | 0 | -2 | 2
CCn1c(=O)c2cc(C(=O)NCCOC)sc2c2ccccc21 | -1.1 | 0.6 | 1.9 | 0.1 | 2.8 | 0 | -0.9 | -0.2 | -5 | -1 | -1
COc1ccc(NS(=O)(=O)c2ccc(NS(=O)(=O)c3cccc(C(=O)O)c3)cc2)cc1 | -1.3 | 0.8 | -0.3 | 0.4 | 0.7 | 7 | 0.4 | 0.0 | 1 | -23 | -2
O=C(Nc1ccon1)c1nc[nH]c1C(=O)N1CCN(c2ccccc2)CC1 | -1.4 | 0.8 | 0.5 | -0.6 | -0.7 | 3 | -0.7 | -0.2 | -2 | 3 | -1
Cc1ccc(S(=O)(=O)N(CC(=O)Nc2ccc(C)c(Cl)c2)C(=O)N2CCN(C)CC2)cc1 | -1.5 | 0.9 | 0.4 | 0.9 | 0.0 | -4 | -1.4 | 2.4 | 3 | 0 | 0
CCNC(=O)C1(C)CCCN(C(=O)c2cccc(C)c2C)C1 (stereo not given) | -1.0 | . | -0.9 | -0.5 | -2.2 | 0 | 0.0 | -1.1 | 0 | 0 | 0
COc1ccc(N2CC(C(=O)N3CCN(c4ccccc4F)CC3)CC2=O)cc1 (stereo not given) | -0.7 | -0.3 | -0.1 | -0.1 | 0.3 | 2 | -0.4 | -1.8 | 2 | 11 | -3
CCOc1ccccc1Nc1nnc(SCc2ccc(C(=O)OC)o2)s1 | -1.9 | 1.5 | 0.3 | 0.6 | 1.8 | 4 | -2.5 | 1.1 | -3 | -8 | -2
CCOc1ccc(C(CC(=O)O)NC(=O)C(CC)c2ccccc2)cc1 (stereo not given) | -0.9 | 0.6 | -0.1 | -0.1 | 0.2 | 5 | -0.1 | -0.8 | -1 | 1 | -2

Screening data from PubChem.
